# Assay outcomes deposited in PubChem by National Center for Advancing Translational Sciences (NCATS).
# N370S GC mod: N370S glucocerebrosidase modulation, Gaucher chaperone candidate; AID 2101; 330,000 tested, 0.092% active; Potency, µM (series often up to 59.4 µM), for inactives: at the top dose activity change, negative = inhibition, actives largely listed as inhibitors; P04062; N370S GC spleen homogenate, 4MU-glucoside fluorescence;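 also: 0% = full enzyme activity and -100% = no enzyme basal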
# TDP1 inh: blocks human tyrosyl-DNA phosphodiesterase 1. Q9NUW8. recombinant TDP1, AlphaScreen DNA substrate cleavage. Potency, µM (top dose mostly 130 µM), inactives show top-dose activity change, negative = inhibition, usual class: inhibitors. 350,000 tested, 0.28% active. AID 485290; also: nearly all actives have a fitted effect of over 40% in size
# Target sequence (Q9NUW8 whole entry, looked up): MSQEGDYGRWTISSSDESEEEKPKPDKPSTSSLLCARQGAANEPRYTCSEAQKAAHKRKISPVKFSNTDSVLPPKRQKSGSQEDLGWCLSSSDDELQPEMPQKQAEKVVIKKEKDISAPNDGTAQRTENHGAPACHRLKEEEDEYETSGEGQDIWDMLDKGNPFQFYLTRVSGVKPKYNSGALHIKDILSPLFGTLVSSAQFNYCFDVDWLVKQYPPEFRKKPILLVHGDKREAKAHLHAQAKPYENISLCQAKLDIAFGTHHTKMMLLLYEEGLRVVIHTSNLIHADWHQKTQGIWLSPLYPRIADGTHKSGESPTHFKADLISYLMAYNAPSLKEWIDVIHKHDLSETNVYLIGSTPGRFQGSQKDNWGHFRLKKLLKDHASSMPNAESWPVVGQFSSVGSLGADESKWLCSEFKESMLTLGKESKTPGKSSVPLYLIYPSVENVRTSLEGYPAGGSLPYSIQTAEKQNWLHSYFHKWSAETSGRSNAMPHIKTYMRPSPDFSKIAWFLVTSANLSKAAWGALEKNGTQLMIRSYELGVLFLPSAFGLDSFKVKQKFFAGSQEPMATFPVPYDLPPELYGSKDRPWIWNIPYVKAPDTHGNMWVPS
#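 AlphaScreen read-out: signal falls as enzyme removes the 3' tyrosine-FITC from a 5'-biotinylated DNA oligo (15 nM, 5 min, RT). Enzyme was E. coli-made recombinant Tdp1 at 1 nM, exposed to compound for 15 min beforehand; beads 10 ug/ml, 10 min.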
# FEN1 inh: blocks human flap endonuclease 1. P39748. Recombinant FEN1 flap cleavage, fluorescence, 15 min. Potency, µM (top dose mostly 114 µM), for inactives: at the highest dose activity change, negative = inhibition, actives largely listed as inhibitors. 390,000 tested, 0.35% active. AID 588795; also: nearly all actives have a fitted effect of over 65% in size
# Target sequence (P39748 whole entry, looked up): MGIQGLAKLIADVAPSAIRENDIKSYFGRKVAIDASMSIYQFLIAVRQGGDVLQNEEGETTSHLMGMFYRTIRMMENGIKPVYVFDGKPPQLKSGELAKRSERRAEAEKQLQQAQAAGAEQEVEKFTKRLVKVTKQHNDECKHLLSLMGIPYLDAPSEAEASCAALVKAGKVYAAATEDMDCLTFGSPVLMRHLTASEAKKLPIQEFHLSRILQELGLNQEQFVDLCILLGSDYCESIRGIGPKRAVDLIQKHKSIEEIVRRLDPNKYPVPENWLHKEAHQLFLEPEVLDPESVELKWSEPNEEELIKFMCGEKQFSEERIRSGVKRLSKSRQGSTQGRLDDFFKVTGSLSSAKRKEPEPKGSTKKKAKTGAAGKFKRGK
#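 FEN1 at 10 nM, compound pretreatment for 15 min (room temperature), 50 nM final substrate to initiate; endpoint reads at 0 and 15 min; DMSO-only plates used as vehicle background.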
# The depositor's hits bear a star; ? = inconclusive; / = not tested or not shown; & = joins results of further samples; [ ] = another dose, or the depositor's remark. Calls follow the shape of the dose curve; as a rule, active = well fitted curve in the direction sought with a large enough effect; inconclusive = small, poorly fitted or top-dose-only effect, or another doubt; inactive = no such curve, though single readings can be large; an effect the other way counts as inactive or inconclusive. Unless noted, % is scaled to controls: 0 for no effect and ±100 for the full control effect; potency is read from the fitted curve at half-maximal effect.
SMILES,N370S GC mod,TDP1 inh,FEN1 inh
Fc1cc(F)c2nc(N3CCOCC3)sc2c1,-1%,-5%,11%
O=C(NCCCN1CCOCC1)c1cc2c(s1)CCC2,3%,0%,-3%
Cc1cc(C)cc(NS(=O)(=O)c2cc(C(=O)NCc3ccccn3)ccc2Cl)c1,14%,8%,-3%
CC(=O)Nc1ccc(S(=O)(=O)NCCNC(=O)c2ccccc2F)cc1,2%,0%,-7%
CCc1ccc(-n2c(=O)c3ccc(C(=O)NCCc4ccccc4)cc3n(CC(N)=O)c2=O)cc1,5%,-2%,-2%&15%
CCOC(=O)c1c(SCC(=O)Nc2nc(C)cs2)nc(=O)[nH]c1C,-8%,2%,4%
N=C1S/C(=C\c2ccc(-c3cccc(Cl)c3)o2)C(=O)N1c1nccs1,5%,7%,?
Cc1cc(Cl)ccc1OCC(=O)Nc1cccc(S(=O)(=O)NC2=NCCCCC2)c1,-16%,-1%,-13%
C=CCNc1nc(Nc2ccc(OC)cc2)nc(OC)n1,-3%,5%,7%
C/C(=N\NC(=O)CCn1nnc2ccccc21)c1ccco1,3%,5%,1%
C/C(CCc1ccccc1)=N\NC(=O)C1C2CCCCC21 (configuration not stated),4%,6%,0%
CC(=O)c1ccc(N=Nc2ccc(N)cc2)cc1,10%,-3%,0%
O=C(c1ccccc1S(=O)(=O)NCC(O)COc1ccc([N+](=O)[O-])cc1)N1CCCCC1 (configuration not stated),10%,1%,-2%
CN(c1cccc(NS(=O)(=O)c2cccc([N+](=O)[O-])c2)c1)S(C)(=O)=O,12%,8%,13%
COc1ccc2cc(CNc3ccc(C)cc3)c(=O)n(CC(=O)Nc3ccc(OC)c(Cl)c3)c2c1,/,11%,13%
C=CCNc1nc2c(c(=O)n(C)c(=O)n2C)n1Cc1ccc(F)cc1,2%,0%,-6%
COc1ccc(Cl)cc1N=Nc1ncc[nH]1,-3%&-1%,7%&8%,/
COc1ccc(/C=C2\SC(=S)N(CCC(=O)Nc3ccc(O)cc3)C2=O)cc1,0%,/,-1%
Cc1ccc(S(=O)(=O)N(C)C)cc1N,-6%,-3%,-2%
CC(=O)Oc1ccccc1/C=C/c1nc2ccccc2c(=O)o1,1%,/,7%
CC(NC(=O)CN1C(=O)COc2ccc(Cl)cc21)c1ccccc1 (configuration not stated),/,0%,11%
C/C(=C\C(=O)c1ccc(Br)cc1)NCc1ccccc1,-4%,5%,-19%
Cc1noc(C)c1S(=O)(=O)N1CCC(C(=O)Nc2ccc(OC(F)(F)F)cc2)CC1,-12%,7%,1%
O=C1/C(=C/C=C/c2ccco2)SC(=S)N1NS(=O)(=O)c1ccccc1,4%,/,4µM*
COc1ccc(NC(=O)CN2C(=O)NC(C)(c3ccc4c(c3)OCCO4)C2=O)cc1S(N)(=O)=O (configuration not stated),/,2%,0%
Cc1cccc2nc(CSCc3ccco3)cn12,4%,/,-4%
O=C(CSc1nc2c(c(C(F)(F)F)n1)CCc1ccccc1-2)NCc1ccccc1,8%,-3%,2%
Cc1ccc2nc(NC(=O)COC(=O)c3ccc(Br)o3)sc2c1,/,-3%,-12%
COc1cccc(-c2nnc(-c3ccc(C(F)(F)F)cc3)o2)c1OC,13%,-5%,-5%
Cc1ccc(Nc2c(-c3ccc(Br)o3)nc3ccccn23)cc1,/,0%,-4%
COc1ccc(N=Cc2c(O)ccc3ccccc23)cc1,21%,?,?
Cc1nn(C)cc1CN(C)C(=O)c1sc2cccc(Cl)c2c1Cl,8%,-1%,-16%
Cc1nc(C#N)c(N/N=C/c2c(F)cccc2Cl)o1,-2%,5%,8%
CCC(C)NC(=O)CSc1nc2c(sc3ccccc32)c(=O)n1Cc1ccccc1Cl (configuration not stated),/,6%,-1%
CC(C)(C)C1C/C(=C/c2ccco2)C(=O)/C(=C/c2ccco2)C1 (configuration not stated),2%,-8%,4%
CCOC(=O)c1ccc(NC(=O)N2CCN(C(=O)C3CCCO3)CC2)cc1 (configuration not stated),-14%,1%,2%
Cc1ccc(OCC(=O)Nc2cc(NC(=O)COc3ccc(C)c(C)c3)cc(C(=O)O)c2)cc1C,-7%,/,?
CSc1ncc(Cl)c(C(=O)N(Cc2ccc(N(C)C)cc2)Cc2ccco2)n1,/,16%,14%
COc1ccc(NC(=O)N2CCc3cc(OC)c(OC)cc3C2)cc1,-4%,/,-1%
CN(C)CCCNc1oc(-c2cccc(Cl)c2)nc1C#N,-2%,8%,0%
Cc1ccc(NC(=O)NC(=O)COc2ccccc2C(N)=O)c(C)c1,/,-6%,7%
Cc1nc2nc(-c3ccccc3)[nH]n2c(=O)c1Cc1ccccc1,3%,2%,8%
COc1ccc(N2C(=O)C(CC(N)=O)N(NC(=O)c3cccc(OC)c3)C2=S)cc1 (configuration not stated),4%,1%,0%
CCCCNC(=O)c1ccccc1SCc1c(C)noc1C,-10%,2%,16%
CCN(CC)CC1(O)CCN(C(=O)c2ccc(Cl)c(Cl)c2)CC1,6%,-13%,-3%

# One compound at a time, as listed above:
# O=C(CSc1nc2c(c(C(F)(F)F)n1)CCc1ccccc1-2)NCc1ccccc1 reads N370S GC mod = 8%; TDP1 inh = -3%; FEN1 inh = 2%
# CN(C)CCCNc1oc(-c2cccc(Cl)c2)nc1C#N reads N370S GC mod = -2%; TDP1 inh = 8%; FEN1 inh = 0%
# CC(=O)Oc1ccccc1/C=C/c1nc2ccccc2c(=O)o1 reads N370S GC mod = 1%; TDP1 inh = /; FEN1 inh = 7%

# 4 entries from above, reformatted.
Cc1nc(C#N)c(N/N=C/c2c(F)cccc2Cl)o1
  N370S GC mod: -2%	TDP1 inh: 5%	FEN1 inh: 8%
Cc1cccc2nc(CSCc3ccco3)cn12
  N370S GC mod: 4%	TDP1 inh: /	FEN1 inh: -4%
Cc1ccc(OCC(=O)Nc2cc(NC(=O)COc3ccc(C)c(C)c3)cc(C(=O)O)c2)cc1C
  N370S GC mod: -7%	TDP1 inh: /	FEN1 inh: ?
C/C(=N\NC(=O)CCn1nnc2ccccc21)c1ccco1
  N370S GC mod: 3%	TDP1 inh: 5%	FEN1 inh: 1%

# Remaining list, next part.
SMILES,N370S GC mod,TDP1 inh,FEN1 inh
Cc1ccc(CN2CC(C(=O)N3CC=C(c4ccccc4)CC3)CC2=O)cc1 (configuration not stated),-5%,5%,-1%
COc1ccc2nc(-c3ccccc3)cc(C(=O)OCC(=O)NC3CC3)c2c1,23%,-11%,-5%
CCn1c(SCC(=O)N2CCCCC2C)nnc1-c1ccc(S(=O)(=O)N2CCN(C)CC2)cc1 (configuration not stated),-3%,4%,3%
O=C(O)COc1ccccc1/C=C1\SC(=Nc2ccc(F)cc2)N(c2ccc(F)cc2)C1=O,0%,5%,-34%
CCC/C=C(\CCC)C(NS(C)(=O)=O)c1ccccc1 (configuration not stated),-11%,5%,/
Cc1cc2ncc(C(=O)N=CN(C)C)cn2n1,0%,-4%,-12%
COc1ccc(/C=C2\SC(=O)N=C2N)cc1OC,-8%,0%,-4%
CC(=O)c1ccc(S(=O)c2ccccc2)cc1 (configuration not stated),-5%,-6%,9%
Cc1cc(NC(=O)CSc2nc(-c3cccs3)nc3ccccc23)no1,/,-20%,-15%
Cc1nc2sc(C(c3ccc(Cl)cc3)N3CCN(c4ccccc4F)CC3)c(O)n2n1 (configuration not stated),-28%,10%,-25%
Cc1cc(C)c2c(-n3cccc3)c(C(=O)NNS(=O)(=O)c3ccc(F)cc3)sc2n1,26%,5%,3%
Cc1cc(-n2c(=S)sc3c(=O)n(-c4ccc(F)cc4)c(SCC(=O)O)nc32)ccc1Cl,-11%,/,-19%
Cc1nc(Nc2ccccc2)[nH]c(=O)c1CCC(C)C,-1%,7%,11%
COC(=O)c1ccc(NC(=S)NC(=O)c2c(Cl)cnn2C)cc1,12%,-5%,7%
COc1ccc(N(CC(=O)Nc2ccccc2SC)S(C)(=O)=O)cc1OC,3%,0%,-16%

# Part of the list above, with the structure last:
N370S GC mod	TDP1 inh	FEN1 inh	SMILES
-12%	7%	1%	Cc1noc(C)c1S(=O)(=O)N1CCC(C(=O)Nc2ccc(OC(F)(F)F)cc2)CC1
-1%	7%	11%	Cc1nc(Nc2ccccc2)[nH]c(=O)c1CCC(C)C

# Continuation.
SMILES,N370S GC mod,TDP1 inh,FEN1 inh
O=C(CCc1ccccc1)OCC(=O)c1ccc(Br)cc1,-1%,1%,19%
CCCn1c(SCC(=O)Nc2ccccc2Cl)n[nH]c1=O,-7%,0%,-6%
Cc1nnc(SCC(=O)NCc2cccs2)[nH]c1=O,4%,6%,-5%
O=C(NC1CCCCC1)NC12CC3CC(CC(C3)C1)C2,-2%,3%,-3%
CC(C)c1ccc(NC(=O)C2CCN(S(=O)(=O)c3cccc4nsnc34)CC2)cc1,/,0%,13%
CCN(CC)S(=O)(=O)c1cccc(-c2nnc(-c3ccc(C)cc3)o2)c1,3%,5%,4%
COCCN(C(=O)CSc1ncc(C(F)(F)F)cc1Cl)c1c(N)n(Cc2ccccc2)c(=O)[nH]c1=O,-3%,0%,19%
CCN(CC)CCCNC(=O)Cn1cnc2sc(C)c(S(=O)(=O)N3CCN(c4ncccn4)CC3)c2c1=O,-8%,5%,3%
O=C(CSc1nc2ccccc2n1Cc1ccccc1F)NCc1ccccc1,/,6%,0%
COc1ccc(CNCCC(c2ccc(F)cc2)c2ccc(OC(C)C)cc2)cc1OC (configuration not stated),?,6%,-3%
Cc1nc(CCNC(=O)CC2C(=O)NCCN2Cc2ccoc2)nc2c1CCCC2 (configuration not stated),3%,/,-10%
CCOc1ccc(-c2nonc2NC(=O)c2oc3ccc(F)cc3c2C)cc1,/,1%,-2%
CCCCN(C(=O)CSc1nc(CCC)cc(=O)[nH]1)c1c(N)n(Cc2ccccc2)c(=O)[nH]c1=O,/,2%,16%
COc1ccccc1N1CCN(CCN(C(=O)C2CCCCC2)c2ccccn2)CC1,-5%&-4%,12%[56.1 µM],19%&-2%
COc1cc(OC)c(NC(=O)Cn2nc(C)n3cccc3c2=O)cc1Cl,/,-6%,-2%

# Three entries from above, with bars between the fields:
smiles | N370S GC mod | TDP1 inh | FEN1 inh
CCOc1ccc(-c2nonc2NC(=O)c2oc3ccc(F)cc3c2C)cc1 | / | 1% | -2%
O=C(CCc1ccccc1)OCC(=O)c1ccc(Br)cc1 | -1% | 1% | 19%
CCCCN(C(=O)CSc1nc(CCC)cc(=O)[nH]1)c1c(N)n(Cc2ccccc2)c(=O)[nH]c1=O | / | 2% | 16%

# Next entries
SMILES,N370S GC mod,TDP1 inh,FEN1 inh
O=C(Cn1ncc2c1-c1ccccc1OC2)N1CCN(Cc2ccccc2)CC1,1%,/,-1%
COc1ccc(NC(=O)CN2C(=O)C(C)(C)c3cc(S(=O)(=O)N4CCCCC4)ccc32)cc1Cl,/,7%,0%
C[C@@]12CCC=C[C@H]1[C@H](c1ccc3ccccc3c1)N(Cc1ccccc1)C2=O,?,0%,-19%
CSCCC(NS(=O)(=O)c1ccc2c(c1)oc(=O)n2C)C(=O)NCc1ccc(Cl)cc1 (configuration not stated),/,2%,-1%
COc1ccc(Br)cc1CNC(=O)Cc1c(C(=O)O)[nH]c2ccc(Cl)cc12,8%,6%,-1%
CCOc1ccccc1CNC(=O)C1Cc2cc(S(=O)(=O)N3CCCCC3)ccc2N1C(C)=O (configuration not stated),-4%,4%,10%
Cc1ccc(NC(=O)C2CCC(=O)N2C(=O)OCc2ccccc2)cc1 (configuration not stated),-10%,/,-7%
CC(=O)Nc1ccc(S(=O)(=O)N(C)CC(=O)OCC(=O)N2CCc3ccccc32)cc1,4%,-2%,-6%
Cc1noc(C)c1C(=O)OCC(=O)Nc1cccc(S(N)(=O)=O)c1,15%,-8%,-2%
COc1cccc(-c2cc(C(=O)Nc3cnn(Cc4ccc(F)cc4)c3)no2)c1,1%,1%,-3%
COc1ccc(S(=O)(=O)N2CCCC2C(=O)Nc2nc3c(s2)CCCC3)cc1 (configuration not stated),?,4%,2%
O=C(Nc1cc(S(=O)(=O)N2CCOCC2)ccc1N1CCOCC1)c1ccc(S(=O)(=O)N2CCCCC2)cc1,2%,6%,0%
COC(=O)c1cc2nc(-c3ccc(OC)cc3)cc(C(F)(F)F)n2n1,9%[2.35 µM],1%,-3%
c1cc(-c2nsc(-c3ccncc3)n2)ccn1,3%,/,-1%
COc1ccc(CC(=O)NCC(=O)Nc2ccccc2Br)cc1,-8%,6%,-13%
